PriA SSB inh – inhibitors of Klebsiella pneumoniae PriA binding to SSB C-terminal tail, primary screen, biochemical, AlphaScreen; 0.6% of 430,000 active; inhibition, % at 33 µM; AlphaScreen SSBct-PriA binding, biotinylated peptide; in the data active = inhibition mostly above about 37%, no sharp cut-off; inactive = mostly below about 20%;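 note: plate controls were negative control peptide for no effect and reference peptide for full effect; strong numbers were not always called active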
PrPC surface inh – inhibitors of human cell surface prion protein PrPC, primary screen, cell-based, TR-FRET; Major prion protein (Homo sapiens), P04156; TR-FRET read-out; inhibition, % at 13.8 µM; 0.43% of 370,000 active; in the data active = inhibition above about 24%; note: 0% = median of the test wells and 100% = reference compound wells
Y pestis TopoI – Yersinia pestis topoisomerase I inhibitors, primary screen, biochemical, cleavage product accumulation, plate reader, single point; activity, % at 10 µM; DNA topoisomerase I (Yersinia pestis CO92); Y. pestis Topo-I cleavage product accumulation; 0.064% of 360,000 active; in the data active = activity above about 50%, passing the limit was not always enough; note: inactives centre near 2
MazEF act – activators of E. coli MazEF toxin-antitoxin RNase, primary screen, biochemical, fluorescence, uHTS; Endoribonuclease toxin MazF (Escherichia coli (strain K12)), P0AE70; FAM/BHQ RNA-DNA oligo cleavage fluorescence, 5 h; activation, % at 20 µM; 0.32% of 350,000 active; AID 504720, 2011; in the data active = activation above about 50%
Target sequence (P0AE70 whole entry, looked up): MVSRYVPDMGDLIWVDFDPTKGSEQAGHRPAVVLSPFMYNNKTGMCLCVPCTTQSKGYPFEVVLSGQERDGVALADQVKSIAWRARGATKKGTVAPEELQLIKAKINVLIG
TcdB GH inh – TcdB glycohydrolase inhibitors, primary screen, biochemical, single point, plate reader | inhibition, % at 9.99 µM | 0.24% of 350,000 active | TcdB glycohydrolase enzymatic assay | AID 652162, 2013; in the data active = inhibition above about 10%
Rv3671c protease – Rv3671c serine protease inhibitors, primary screen, biochemical, fluorescence polarization, M. tuberculosis H37Rv | inhibition, % at 5.96 µM | 0.048% of 320,000 active | P9WHR9; in the data active = inhibition above about 38%;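 note: extracellular domain of Rv3671c used as enzyme; 0% = enzyme with DMSO and 100% = no enzyme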
Target sequence (P9WHR9 whole entry, looked up, the tested form may be a part): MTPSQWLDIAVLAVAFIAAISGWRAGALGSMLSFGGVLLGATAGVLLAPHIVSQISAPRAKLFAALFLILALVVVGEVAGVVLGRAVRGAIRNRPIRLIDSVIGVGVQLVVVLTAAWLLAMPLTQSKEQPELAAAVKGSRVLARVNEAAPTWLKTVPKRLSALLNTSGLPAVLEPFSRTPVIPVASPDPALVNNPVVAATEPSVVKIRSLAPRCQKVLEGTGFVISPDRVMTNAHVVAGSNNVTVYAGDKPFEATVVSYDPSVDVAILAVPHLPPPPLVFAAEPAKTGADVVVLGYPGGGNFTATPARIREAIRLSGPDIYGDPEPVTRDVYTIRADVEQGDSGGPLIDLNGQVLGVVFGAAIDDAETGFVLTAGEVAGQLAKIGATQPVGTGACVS
Vc quorum ag – inducers of Vibrio cholerae quorum light production without autoinducers, primary screen, BH1578 luxS cqsA deficient, single point. V. cholerae BH1578 lux reporter, luminescence, 6 h. activation, % at 18.7 µM. 0.16% of 350,000 active; in the data active = activation mostly above about 9.7%, no sharp cut-off; note: not every result past the cut was called active; inactives centre near 0; reference of the scale not given here
DUSP3 inh – VHR1 phosphatase inhibitors, primary screen, biochemical, absorbance, uHTS; AID 1654, 2009; recombinant VHR phosphatase, pNPP absorbance; inhibition, % at 13.3 µM; 0.52% of 290,000 active; in the data active = inhibition above about 50%; note: some compounds called inactive have numbers as strong as hits
Target sequence (P51452 whole entry, looked up): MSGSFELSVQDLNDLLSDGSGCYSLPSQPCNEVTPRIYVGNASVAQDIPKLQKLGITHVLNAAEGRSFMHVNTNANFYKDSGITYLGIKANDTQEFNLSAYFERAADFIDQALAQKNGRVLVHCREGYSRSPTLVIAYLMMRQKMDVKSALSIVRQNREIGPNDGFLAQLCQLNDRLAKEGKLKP
CCHFV vOTU inh – CCHFV vOTU protease inhibitors, primary screen, biochemical, Pep-AMC substrate, fluorescence; Crimean-Congo hemorrhagic fever virus L polyprotein viral ovarian tumor (vOTU) protease …; inhibition, % at 11.5 µM; 0.55% of 370,000 active; AID 651958, 2012; in the data active = inhibition above about 30%; note: 0% = vehicle wells with enzyme and 100% = no enzyme wells
3CLpro inhibitor – SARS-CoV 3CLpro protease inhibitors, primary screen, biochemical, quenched FRET; 0.14% of 290,000 active; AID 1706, 2009; inhibition, % at 6 µM; recombinant SARS-CoV 3CLpro, quenched FRET peptide cleavage; in the data active = inhibition above about 12%
* hit, by the source's call; i = inactive; / = not tested or not shown. These rows are one share of the data (hit frequency here may not be typical).

| smiles | PriA SSB inh | PrPC surface inh | Y pestis TopoI | MazEF act | TcdB GH inh | Rv3671c protease | Vc quorum ag | DUSP3 inh | CCHFV vOTU inh | 3CLpro inhibitor |
| --- | --- | --- | --- | --- | --- | --- | --- | --- | --- | --- |
| COc1cccc(OC)c1C(=O)NC(=S)Nc1ccc2c(c1)C(=O)N(C)C2=O | -3 | -6 | -6 | -7 | 0.8 | -15 | -2.2 | 0 | 10 | -1 |
| CCn1cc(C(=O)NCCOC)c(=O)c2ccc(C)nc21 | 1 | 2 | 0 | -2 | -0.7 | -2 | -0.2 | 18 | 7 | 2 |
| O=C(Nc1ccc(F)cc1)Nc1ccc(Cl)cn1 | 12 | -1 | 4 | -6 | / | -5 | i | 14 | -3 | 0 |
| COc1cccc(NC(=S)N(CCCN2CCOCC2)C(C)c2cc3ccccc3o2)c1 (configuration not stated) | -1 | 8 | 4 | 3 | 0.1 | 3 | i | 28 | -6 | 2 |
| COc1ccc(NS(=O)(=O)c2c(C)cc(C)cc2C)cn1 | -17 | 12 | 8 | 9 | -0.1 | 3 | -0.5 | 19 | 18 | 2 |
| COc1cc(CN2CCNC(=O)C2CC(=O)NC2CCCCC2)cc(OC)c1 (configuration not stated) | -8 | 5 | 7 | -1 | 1.1 | 2 | -0.8 | 10 | -3 | -5 |
| COC(=O)C1=C(N)Oc2cc(C)[nH]c(=O)c2C1c1ccc(Cl)cc1 (configuration not stated) | 5 | 9 | 1 | 2 | 1.1 | 1 | -0.5 | -2 | 10 | 0 |
| NS(=O)(=O)c1ccc(CCNC(=O)c2ccncc2)cc1 | -2 | -1 | 2 | 2 | -0.3 | 5 | -0.4 | 22 | 18 | 1 |
| CC(C)(C)NC(=O)c1cccc(NC(=O)Cc2cccs2)c1 | 6 | -2 | -1 | 3 | 0.2 | 13 | i | 25 | -10 | -5 |
| COc1ccc(N2CCN(C(=O)c3ccccc3NS(=O)(=O)c3ccc(C)cc3)CC2)cc1 | 16 | -3 | 3 | -4 | 3.1 | / | -0.6 | 26 | 5 | 1 |
| Cc1ccc(NC(=S)NC(=O)c2ccc(Br)o2)c(C)c1 | 13 | 0 | -15 | 13 | 1.8 | 4 | 0.0 | 44 | -1 | -1 |
| COc1ccccc1-n1c(C)nc2cc(C(=O)NCCN3CCOCC3)ccc21 | -9 | -8 | -9 | 1 | 1.9 | -3 | i | 7 | 5 | -3 |
| CCN(CC)C(=O)CN(C#N)c1nc(Cl)nc(N(C)C)n1 | -13 | 6 | 3 | 1 | 0.1 | -1 | -0.3 | 18 | 0 | 1 |
| CCOc1ccccc1CN1CCN(Cc2ccc(C)o2)C(CCO)C1 (configuration not stated) | -3 | -11 | -5 | 4 | -0.2 | -3 | i | -23 | -17 | 2 |
| CCN(CC)C(=O)C(=O)N/N=C/c1ccc(F)cc1 | / | -7 | -11 | 6 | -0.5 | 1 | -0.9 | 15 | 0 | 1 |
| CC(C)CCN1CCN(Cc2coc3ccccc3c2=O)CC1CCO (configuration not stated) | -6 | 3 | -10 | -3 | 0.0 | -5 | i | 16 | -17 | 4 |
| CC(C)(C)OC(=O)[C@H](Cc1ccccc1)NC(=O)c1[nH]cnc1C(=O)Nc1cccc(Cl)c1 | 4 | 2 | 8 | 0 | -0.3 | -65 | 3.7 | 11 | 5 | / |
| CCOc1ccc(CN(C)CC(=O)Nc2ccc(N3CCOCC3)cc2)cc1OC | 5 | 4 | -8 | 1 | -0.4 | -9 | -0.3 | -5 | 4 | -1 |
| O=C(NC(=S)Nc1cc(S(=O)(=O)N2CCOCC2)ccc1N1CCOCC1)c1ccco1 | 1 | 7 | 21 | 3 | 0.6 | 8 | -0.1 | -14 | -1 | 1 |
| Cc1cc(-c2ccccc2)nc(N(C)NC(=O)C2CC2)c1S(C)(=O)=O | 5 | 10 | -9 | 8 | 1.0 | -10 | -0.2 | 9 | 1 | 1 |
| COc1ccc(NC(=O)c2coc3ccccc23)cc1OC | -8 | -9 | -8 | -2 | / | 12 | i | 10 | 8 | 0 |
| Cc1ccc2nc(-c3ccc(NC(=O)COC(=O)c4ccc(=O)[nH]c4)cc3)sc2c1 | 3 | 4 | 12 | -14 | 0.3 | -21 | -0.3 | 8 | -68 | 0 |
| CCn1c(C(=O)N2CCCC(C(=O)NCCCc3ccccc3)C2)cc2sccc21 (configuration not stated) | -4 | 9 | 20 | -1 | / | 1 | i | 4 | 0 | 0 |
| C=CC[C@@H](CC(=O)N[C@@H](CO)Cc1ccccc1)C(=O)N[C@@H](C)COC(=O)[C@@H](CC=C)Cc1ccc(F)cc1 | -7 | -4 | 14 | -6 | 0.8 | -5 | i | / | 13 | / |
| CC(=O)Nc1ccc(S(=O)(=O)N(C)CC(=O)N/N=C/c2ccncc2)cc1 | / | 2 | 6 | 6 | -0.2 | 5 | -0.6 | -10 | 0 | 1 |
| NC(=O)NCCc1ccccc1 | -15 | -3 | -13 | 6 | -0.3 | -8 | -1.3 | 1 | 3 | -2 |
| COC(=O)c1c(NC(=O)C2CC(=O)NN2Cc2ccccc2)sc(C)c1C (configuration not stated) | -4 | -7 | 12 | -2 | / | 2 | / | 16 | 6 | 5 |
| CC(=O)Oc1c(C)c(OC(C)=O)c2c(c1C(C)=O)OC1CC(=O)C(C(C)=O)=C(O)C21C (configuration not stated) | 7 | -4 | -6 | -9 | -1.1 | 0 | i | 7 | -1 | 3 |
| CC1CN(C(=O)c2ccc(NS(=O)(=O)c3ccc(F)cc3)cc2)CC(C)O1 (configuration not stated) | -10 | -4 | 6 | 9 | 1.5 | 1 | 0.8 | 45 | 5 | 3 |
| COc1c(F)cc2[nH]c3c(c2c1F)CCNC3=O | -4 | 30* | 6 | 1 | -0.2 | -4 | i | / | -9 | / |

Rewritten field by field: four of the compounds above
compound: C=CC[C@@H](CC(=O)N[C@@H](CO)Cc1ccccc1)C(=O)N[C@@H](C)COC(=O)[C@@H](CC=C)Cc1ccc(F)cc1
- PriA SSB inh: -7
- PrPC surface inh: -4
- Y pestis TopoI: 14
- MazEF act: -6
- TcdB GH inh: 0.8
- Rv3671c protease: -5
- Vc quorum ag: i
- DUSP3 inh: /
- CCHFV vOTU inh: 13
- 3CLpro inhibitor: /
compound: CC(=O)Nc1ccc(S(=O)(=O)N(C)CC(=O)N/N=C/c2ccncc2)cc1
- PriA SSB inh: /
- PrPC surface inh: 2
- Y pestis TopoI: 6
- MazEF act: 6
- TcdB GH inh: -0.2
- Rv3671c protease: 5
- Vc quorum ag: -0.6
- DUSP3 inh: -10
- CCHFV vOTU inh: 0
- 3CLpro inhibitor: 1
compound: NC(=O)NCCc1ccccc1
- PriA SSB inh: -15
- PrPC surface inh: -3
- Y pestis TopoI: -13
- MazEF act: 6
- TcdB GH inh: -0.3
- Rv3671c protease: -8
- Vc quorum ag: -1.3
- DUSP3 inh: 1
- CCHFV vOTU inh: 3
- 3CLpro inhibitor: -2
compound: COC(=O)c1c(NC(=O)C2CC(=O)NN2Cc2ccccc2)sc(C)c1C (configuration not stated)
- PriA SSB inh: -4
- PrPC surface inh: -7
- Y pestis TopoI: 12
- MazEF act: -2
- TcdB GH inh: /
- Rv3671c protease: 2
- Vc quorum ag: /
- DUSP3 inh: 16
- CCHFV vOTU inh: 6
- 3CLpro inhibitor: 5

(listing goes on)
Results follow in this order: PriA SSB inh | PrPC surface inh | Y pestis TopoI | MazEF act | TcdB GH inh | Rv3671c protease | Vc quorum ag | DUSP3 inh | CCHFV vOTU inh | 3CLpro inhibitor
O=C(CCc1ccc(Oc2cc([N+](=O)[O-])cc([N+](=O)[O-])c2)cc1)N1CCCCCC1
 : 39* | -13 | 23 | -6 | 1.0 | 2 | i | 3 | 3 | 0
O=C(Cc1c(F)cccc1Cl)Nc1ccccc1C(=O)N1CCOCC1
 : -2 | -1 | -2 | 0 | 1.3 | -6 | i | 28 | -2 | -1
O=C(Nc1ccncc1)Nc1cccc(Cl)c1Cl
 : -2 | 7 | -16 | -1 | -0.2 | / | -0.1 | 19 | 1 | -1
O=C(/C=C/c1ccccc1)NCCc1cnc[nH]1
 : 3 | 0 | 6 | -11 | 1.0 | -7 | -0.6 | 12 | 1 | 2
CCN(CC)C(CNS(=O)(=O)c1ccc(Cl)cc1)c1ccccc1 (configuration not stated)
 : -24 | 3 | 5 | 3 | -0.4 | 4 | -0.9 | -23 | 5 | 3
CN1CCN(CCCNC(=O)CN2C(=O)COc3ccccc32)CC1
 : 2 | -2 | -5 | 1 | 2.4 | -5 | -0.1 | 46 | -13 | -3
COC(=O)Cc1csc(/N=C/c2c(O)n(-c3cccc(C(F)(F)F)c3)c(=O)c3ccccc23)n1
 : / | 1 | -5 | -24 | 1.0 | -18 | i | -17 | 0 | -2
CC12CCC(C)(c3nc4ccccc4nc31)C2(C)C
 : -7 | 0 | 5 | 6 | 0.1 | -12 | -0.2 | 21 | -9 | -2
Cc1ccccc1Nc1c([N+](=O)[O-])ccc2nonc12
 : 2 | -6 | -1 | -8 | 0.7 | 2 | -6.7 | 17 | 3 | 1
CC(=O)c1sc(NC(=O)c2ccccc2)nc1-c1ccccc1
 : -8 | 1 | -2 | 6 | 1.8 | -7 | 0.7 | 10 | 1 | 2
Cc1nnsc1C(=O)N1CCCC(C)(C(=O)NS(=O)(=O)C2CC2)C1 (configuration not stated)
 : / | 9 | -6 | / | 1.3 | / | -0.4 | / | -4 | /
O=C(C[n+]1cc(-c2ccc(F)cc2)n2c1CCC2)N1c2ccccc2Sc2ccccc21
 : -5 | -8 | -9 | 21 | 1.4 | -3 | -0.7 | 15 | 5 | -4
Cc1occc1C(=O)NCc1ccco1
 : -6 | -2 | 1 | -3 | 0.9 | 2 | -0.2 | 2 | 10 | 1
O=C(CCCC(=O)NN=Cc1ccc(Cl)cc1Cl)NN=Cc1ccc(Cl)cc1Cl
 : -8 | -3 | 2 | 3 | 1.9 | / | -2.2 | / | 6 | /
COc1ccc(-c2csc(Cc3nnc(N4CCOCC4)n3-c3ccccc3)n2)cc1OC
 : 11 | / | 13 | 2 | 0.5 | -4 | -0.3 | 27 | / | 5
CN1C(=O)NC(c2ccc(Cl)cc2)C2=C1CC(C)(C)CC2=O (configuration not stated)
 : -4 | 0 | 5 | -3 | 2.3 | 2 | -0.6 | / | 6 | 5
Cc1c(C)n(CCCN(C)C)c2ncnc(NC3CCCCC3)c12
 : 11 | 6 | -12 | 8 | 1.1 | -6 | i | 10 | 7 | -2
COc1ccc(C(O)(C(=O)NNc2ccc(C)cc2)c2cccs2)cc1 (configuration not stated)
 : 4 | 4 | -7 | -10 | / | 9 | -0.6 | 4 | -1 | 4
COc1cc(C(=O)N[C@H](C(=O)Nc2nnc(C3CC3)s2)C(C)C)cc(OC)c1OC
 : -11 | -8 | 0 | 0 | 1.4 | 2 | -0.6 | -1 | 0 | -1
Cc1occc1C(=O)N1CCCC(Nc2ccc(F)c(F)c2)C1 (configuration not stated)
 : -10 | -3 | -13 | -10 | 0.1 | -1 | i | 6 | -5 | -1
CCC(=O)N1CC2(CC(c3cccc([N+](=O)[O-])c3)=NO2)C[C@H]1C(=O)NCC(N)=O (some centres not stated)
 : -7 | -20 | 1 | 7 | 0.0 | 2 | -1.0 | 3 | -3 | 0
C=CCn1c(SCc2ccc(C#N)cc2)nnc1-c1ccccc1
 : -7 | 9 | 7 | -3 | / | -1 | i | 31 | 13 | 2
O=C1CCCCC1Nc1ccc(Cl)cc1 (configuration not stated)
 : -11 | 10 | 2 | 0 | -0.3 | / | i | / | -15 | /
CC(NCCN(C)C)C1CCC2C3CCc4cc(O)ccc4C3CCC12C (configuration not stated)
 : 8 | -13 | 4 | 18 | 6.6 | / | i | / | 7 | /
CCOC(=O)N1CCN(c2nc(C)c3c(n2)CCCC3=O)CC1
 : -13 | 3 | 5 | 4 | / | 5 | -0.2 | 11 | 6 | 2
